inhibitors of VEEV = inhibitors of VEEV TC-83 cytopathic effect, confirmation, Vero cells (AID 588727) | Vero cells, VEEV TC-83 cytopathic effect inhibition; higher % means a stronger effect | hit rate 0.13% among 350,000 | inhibition, % at 20 µM; hits with a dose series show IC50 in µM; in the data active = a potency from the dose series; inconclusive = inhibition mostly from about 14% at the one dose, without a potency; inactive = the rest, 99 in 100 with inhibition below about 12%; note: strong numbers were not always called active
PhoP GFP inhibition = PhoP regulon inhibitors, Salmonella typhi PhoP promoter GFP reporter, confirmatory (AID 1850) | hit rate 0.33% among 310,000 | Salmonella Typhi PhoP-promoter GFP reporter, fluorescence, 4 h; higher % means a stronger effect | one-dose inhibition, % at 50 µM; IC50 in µM for titrated hits; in the data active = a potency from the dose series; inconclusive = inhibition mostly from about 25% at the one dose, without a potency; inactive = the rest, 99 in 100 with inhibition below about 19%;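 note: 0% = induced wells with vehicle and 100% = uninduced wells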
tuberculosis growth = growth inhibition of non-replicating M. tuberculosis (AID 488890). Mycobacterium tuberculosis non-replicating, growth inhibition; higher % means a stronger effect. one-dose inhibition, % at 25 µM; IC50 in µM for titrated hits. hit rate 0.39% among 320,000; in the data active = a potency from the dose series; inconclusive = inhibition mostly from about 82% at the one dose, without a potency; inactive = the rest, 99 in 100 with inhibition below about 76%;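 note: plate controls were DMSO cells for no effect and high antibiotic wells for full effect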
H1N1 NS1A inhibition = H1N1 influenza NS1A inhibitors, functional cell based assay (AID 504329); NS1A functional cell-based assay, percent inhibition; higher % means a stronger effect; inhibition, % at 12.5 µM, or IC50 in µM where a hit was titrated; hit rate 0.3% among 340,000; in the data active = a potency from the dose series; inconclusive = inhibition above about 27% without an active follow-up result; note: strong numbers were not always called active
H37Rv inhibition = M. tuberculosis growth inhibition, HTS (AID 449762); inhibition, % at 25 µM, or IC50 in µM where a hit was titrated; hit rate 0.59% among 330,000; M. tuberculosis H37Rv growth inhibition, 7H9 media; higher % means a stronger effect; in the data active = a potency from the dose series; inconclusive = inhibition above about 70% without an active follow-up result;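 note: bacterial growth assessed after seven days of incubation; strong numbers were not always called active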
inhibitors of VEEV 10K pilot screen = further read-out of inhibitors of VEEV, marked with its call; inhibition, %; measured here: 10K pilot screen inhibition
* marks the source's active call; other numbers are inactive results; i = inactive; ? = inconclusive; . = not tested or not shown; & = joins results of further samples.

SMILES	inhibitors of VEEV	PhoP GFP inhibition	tuberculosis growth	H1N1 NS1A inhibition	H37Rv inhibition	others
O=C(NC(Cc1ccc(O)cc1)C(=O)O)/C(=C/c1ccccc1)NC(=O)c1ccccc1 (stereo not given)	0.6%	-6%	-1%	-1%	7%
Cc1cc(NC(=O)COc2ccc3oc4ccccc4c3c2)no1	i	-3%	?	2%	47%
COc1ccc(Nc2nnc(-c3ccc(O)cc3)c3ccccc23)cc1C(N)=O	8.7%	8%	9%	2%	7%
O=[N+]([O-])c1ccccc1OCCCCN1CCCCC1	3.2%	3%	-1%	4%	1%
CC(/C=N/NC(=O)c1cc(-c2ccc3ccccc3c2)n[nH]1)=C\c1ccco1	10%	-9%	61%	-6%	29µM*	inhibitors of VEEV 10K pilot screen=8.4
COc1ccc(OC)c(NC(=O)c2cccc(C)c2[N+](=O)[O-])c1	i	-1%	18%	8%	2%
COc1cccc(Nc2ccc(C(=O)O)cc2[N+](=O)[O-])c1	1.3%	-9%	-15%	-11%	3%
CC(CNC(=O)c1ccccc1[N+](=O)[O-])NC(=O)c1ccccc1[N+](=O)[O-] (stereo not given)	0.6%	7%	11%	2%	3%
Nc1nc2c(c(=O)[nH]1)C(c1cccc3ccccc13)C1=C(N2)c2ccccc2C1=O (stereo not given)	11%	.	.	10%	.
COc1cccc(/C=C/c2nc(S(=O)(=O)c3ccccc3)c(N(C)C)o2)c1	7.9%	-2%	32%	-2%	-3%
CCN(CC)S(=O)(=O)c1cccc(-c2nnc(SCCCC(=O)c3ccccc3)o2)c1	i	-2%&6%	45%	-19%	-14%
CCOc1ccc(N(CC(=O)N/N=C/c2cc([N+](=O)[O-])ccc2Cl)S(C)(=O)=O)cc1	3.7%	-3%	-5%	11%	8%
O=C(Cc1c(F)cccc1Cl)Nc1ccc(S(=O)(=O)NCC2CCCO2)cc1 (stereo not given)	1.7%	3%	-4%	4%	0%
Cc1ccn2c(C(=O)NNC(=O)Nc3ccc(Cl)cc3)c(C)nc2c1	8.6%	-8%	-8%	8%	0%
COc1ccc(C(=O)Nc2ccccc2N2CCCC2)cc1	0.2%	-3%	59%	5%	17%
CCOC(=O)C1C(=O)OC(C)(C)C1C(C)C(=O)c1ccc(OC)cc1 (stereo not given)	3.9%	-2%	3%	-6%	0%
CCOC(=O)C1(CC2CC2)CCN(C(=O)c2cccnc2C)CC1	i	8%	8%	-3%	0%
CSCc1ccc(C(=O)N2CCC(CCC(=O)N(C)Cc3ccccc3)CC2)o1	3.5%	-2%	37%	-10%	-10%
CC[C@]12c3[nH]c4ccccc4c3CCN1C(=O)C(CC(=O)NCC13CC4CC(CC(C4)C1)C3)C[C@@H]2C(=O)N1CCN(C(=O)C2CC2)CC1 (stereo not given in full)	i	.	?	-16%	69%
CC(C)C[C@H]1COCCS(=O)(=O)N1Cc1ccccc1F	1.2%	5%	4%	-20%	-3%

Brought forward from above: 2 compounds, then new ones.
SMILES	inhibitors of VEEV	PhoP GFP inhibition	tuberculosis growth	H1N1 NS1A inhibition	H37Rv inhibition	others
CC[C@]12c3[nH]c4ccccc4c3CCN1C(=O)C(CC(=O)NCC13CC4CC(CC(C4)C1)C3)C[C@@H]2C(=O)N1CCN(C(=O)C2CC2)CC1 (stereo not given in full)	i	.	?	-16%	69%
CC(C)C[C@H]1COCCS(=O)(=O)N1Cc1ccccc1F	1.2%	5%	4%	-20%	-3%
O=c1[nH]cnc2c1ncn2[C@@H]1O[C@H](COS(=O)(=O)O)[C@@H](O)[C@H]1O	0.1%	.	-11%	-19%	-1%
CCOCCCn1c(SCC(=O)NC(C)C)nc2ccccc2c1=O	0.2%	3%	-4%	-18%	0%
O=C(CNC(=O)[C@@H]1Cc2ccccc2CN1)NC1CCCCC1	0.5%	21%	3%	-14%	4%
O=C(NC(=S)NC1CCCCC1)c1ccc(F)cc1	6.7%	-4%	61%	-2%	5%
COc1ccc(S(=O)(=O)N2CCCCCC2)cc1C(=O)N(C)Cc1ccc(C)cc1	6.3%	2%	3%	-2%	-2%
CCN(C[C@H]1N[C@@](Cc2ccccc2)(C(=O)OC)[C@H]2C(=O)N(Cc3ccccc3)C(=O)[C@@H]12)C(=O)COC	i	.	7%	-7%	1%
COc1ccccc1OCC(=O)NNC(=O)c1c(-c2ccccc2Cl)noc1C	2.9%	0%	7%	-2%	-4%
C/C(=N\n1cnnc1)c1ccccc1	0.2%	2%	6%	-4%	7%
COc1cc(C(=O)NNC(=S)NC(=O)c2ccc3c(c2)OCO3)cc(OC)c1OC	2.2%	3%	?	.	31%
CCOC(=O)C1=C(COC(=O)C2(C)CC2(Cl)Cl)NC(=O)NC1c1ccc(OC)cc1 (stereo not given)	4.6%	7%	15%	-16%	4%
CCOc1ncccc1C(=O)NCC1COc2ccccc2O1 (stereo not given)	4.3%	-7%	29%	0%	7%
CC(C)(CN1CCOCC1)NS(=O)(=O)c1ccccc1	i	0%	5%	24%	2%
CCN(CC)C(=O)C1=C(C)NC(=S)NC1c1cccs1 (stereo not given)	1.0%	-5%	-13%	-3%	3%	inhibitors of VEEV 10K pilot screen=0.4
Cc1nc(COc2ccc(C(=O)NCc3ccccc3CN3CCCCC3)cc2)cs1	1.6%	.	41%	-2%	-2%
CCOC(=O)CNC(=O)N1CCCC(Cc2ccccc2)(C(=O)OCC)C1 (stereo not given)	0.6%	10%	28%	-6%	6%
CC(=O)N1CCc2cc(S(=O)(=O)NC(C(=O)NC(C)c3ccccc3)C(C)C)ccc21 (stereo not given)	3.7%	1%	-14%	-4%	-6%
O=C1N[C@@H](Cc2ccccc2)C(=O)N2[C@H]1C[C@]1(Br)c3ccccc3N(S(=O)(=O)c3ccc(F)cc3)[C@H]21	0.0%	4%	-3%	20%	-9%
O=C(CNC(=O)C(c1ccccc1)c1ccccc1)OCc1ccccc1	i	3%	47%	-2%	-10%
Cc1cc(OC(=O)N(C)C)nc(SCc2c(Cl)cccc2Cl)n1	i	-6%	14%	-12%	9%
O=C(NCCc1nc2ccccc2[nH]1)c1ccc([N+](=O)[O-])cc1	i	0%	0%	-3%	5%
CCOC(=O)N1C(=O)[C@](CC)(c2ccccc2)N1C(=O)OCC	3.4%	2%	-3%	-13%	-2%
CC(=O)Nc1ccc(S(=O)(=O)Nc2cccc(-n3c(C)nc4ccccc4c3=O)c2)cc1	1.4%	3%	8%	-5%	-1%
Cc1cccc(/C(N)=N/OC(=O)c2ccc(Br)o2)c1	5.5%	-7%	80%	-6%	7%
CC(C)c1nn2c(N)c(/C=C3\C=Nc4ccccc43)c(=O)nc2s1	13%	-16%	24%	.	3%
O=C(CCN1C(=O)C2C3CCC(C3)C2C1=O)OCC(=O)c1ccc(Cl)cc1 (stereo not given)	2.8%	-6%	20%	0%	7%
Cc1cnc([N+](=O)[O-])n1CCOC(=O)NC(=O)c1ccccc1Cl	0.1%	8%	4%	9%	-5%
CC(=O)N(C(C)=O)n1c(/C=C/c2ccc([N+](=O)[O-])cc2)nc2ccccc2c1=O	1.8%	-11%	-9%	17%	11%
COc1ccccc1N1CCN(C2CCCN(C(=O)CCC(=O)N(C)C)C2)CC1 (stereo not given)	i	-5%	1%	-25%	-1%
CCOC(=O)c1[nH]ncc1CN1CCCC(C(=O)c2ccc(C(C)(C)C)cc2)C1 (stereo not given)	0.6%	2%	-14%	-1%	-2%
Cc1cc(F)ccc1S(=O)(=O)N1CCCOC1CNC(=O)C(=O)NCCc1ccccc1 (stereo not given)	0.7%	-6%	2%	-7%	-27%
C/C(=N/NC(=O)CNC(=O)c1cccc(F)c1)c1ccc2c(c1)CCCC2	1.8%	4%	-11%	2%	3%
CC(C)CCNC(=O)c1ccc2c(c1)N(Cc1ccccc1)C(=O)CS2=O (stereo not given)	1.4%	8%	-13%	-4%	-9%
CN(C)S(=O)(=O)c1cccc(NC(=O)CSc2nncn2C)c1	0.8%	1%	0%	11%	6%
Clc1cccc(CSc2ccc(-c3cccnc3)nn2)c1	2.0%	2%	55%	-2%	2%
OCC1(Cc2ccccc2)CCN(Cc2cnc(-c3cccc4ccccc34)nc2)CC1	4.1%	-3%	4%	-2%	12%
CC(=O)Nc1cc(C(C)C)c(O)c(C(C)C)c1	0.1%	-3%	-8%	-24%	0%
Cc1cccc(NC(=O)C2CCN(S(=O)(=O)c3c(C)c(C)cc(C)c3C)CC2)n1	i	-6%	13%	-7%	10%
CCC1CCCCN1C(=O)c1c(-c2ccccc2)noc1C (stereo not given)	i	-30%	7%	-5%	10%
Cc1cc(C(=O)NNS(=O)(=O)c2cccc(Cl)c2)nn1C(C)(C)C	0.2%	9%	8%	8%	10%
Oc1ccccc1N1CCN(c2ncnc3scc(-c4ccccc4)c23)CC1	?	2%	0%	3%	9%

Structural class, the compounds so far containing fluorine (6)
SMILES	inhibitors of VEEV	PhoP GFP inhibition	tuberculosis growth	H1N1 NS1A inhibition	H37Rv inhibition	others
O=C(Cc1c(F)cccc1Cl)Nc1ccc(S(=O)(=O)NCC2CCCO2)cc1 (stereo not given)	1.7%	3%	-4%	4%	0%
CC(C)C[C@H]1COCCS(=O)(=O)N1Cc1ccccc1F	1.2%	5%	4%	-20%	-3%
O=C(NC(=S)NC1CCCCC1)c1ccc(F)cc1	6.7%	-4%	61%	-2%	5%
O=C1N[C@@H](Cc2ccccc2)C(=O)N2[C@H]1C[C@]1(Br)c3ccccc3N(S(=O)(=O)c3ccc(F)cc3)[C@H]21	0.0%	4%	-3%	20%	-9%
Cc1cc(F)ccc1S(=O)(=O)N1CCCOC1CNC(=O)C(=O)NCCc1ccccc1 (stereo not given)	0.7%	-6%	2%	-7%	-27%
C/C(=N/NC(=O)CNC(=O)c1cccc(F)c1)c1ccc2c(c1)CCCC2	1.8%	4%	-11%	2%	3%

(further entries)
SMILES	inhibitors of VEEV	PhoP GFP inhibition	tuberculosis growth	H1N1 NS1A inhibition	H37Rv inhibition	others
Cc1ccc(NC(=O)CNC(=O)c2cccs2)cc1S(=O)(=O)Nc1ccc(Cl)cc1	2.2%	3%	64%	6%	6%
Cc1ccc2nc(SCC(=O)Nc3ccc4c(c3)OCO4)nc(=O)n2c1	1.5%	1%	-4%	-3%	6%
CC(C)(C)n1nnnc1C(c1cccnc1)N1CCN(C2CCCCC2)CC1 (stereo not given)	i	-13%	-12%	-2%	-13%
CCc1nccn1CCC(=O)NC1CC(C)(C)Cc2c1cnn2-c1ccc(OC)cc1 (stereo not given)	2.6%	8%	19%	3%	9%
CCCCN1C(=O)C(C#N)CC2=C1CC(C)(C)CC2=O (stereo not given)	1.9%	.	.	-23%	.
CC(=O)N1N=C(c2ccc(C)cc2)OC1c1cccnc1 (stereo not given)	1.6%	5%	-8%	11%	-5%
CCOc1ccc(C(=O)NC2C(=O)N3C(C(=O)O)=C(COC(C)=O)CSC23)cc1OCC (stereo not given)	1.5%	.	.	0%	.
CC(=O)Nc1ccc2c(c1)Cc1c-2cc(Cl)c(NC(C)=O)c1Cl	2.3%	.	.	0%	.
Cc1cc(C)cc(NC(=O)CCCCCN2C(=O)[C@@H]3Cc4ccccc4CN3C2=O)c1	3.2%	6%	22%	1%	-9%
Cc1oc(-c2ccccc2F)nc1CS(=O)CC(=O)NC1CCCC1 (stereo not given)	3.4%	0%	-10%	-2%	-2%
CN(C(=O)c1cccc(N2C(=O)C3C4C=CC(C4)C3C2=O)c1)C1CCCCC1 (stereo not given)	2.0%	4%	-8%	-4%	-5%
Cc1nonc1OCCNc1ccc([N+](=O)[O-])c2cccnc12	7.4%	6%	73%	15%	3%
CC(=O)Nc1ccc(NC(=O)CN2C(=O)COc3ccc(S(=O)(=O)N4CCCCC4)cc32)cc1	0.4%	9%	6%	-1%	8%
O=C(CCn1nc(-c2ccccc2)ccc1=O)N1CCN(c2ccccn2)CC1	0.8%	16%	16%	-1%	4%
NC(=O)c1cnn2c(-c3ccc(Cl)cc3Cl)ccnc12	0.2%	-13%	-1%	-6%	4%
COc1ccc(CNC(=S)NC2CCCCC2)cc1	1.9%	-8%	?	0%	-16%
CCOc1cc(/C=N/NC(=O)CSc2nncn2C)ccc1OCC(N)=O	i	-1%	-17%	-3%	-10%
CC(C)CNS(=O)(=O)c1cc(C(=O)N2CCOCC2)c(Cl)cc1Cl	4.1%	-2%	2%	-25%	1%
O=C(O)c1cccc(N2C(=O)Nc3ccccc3N2O)c1	1.0%	-10%	-2%	-4%	-3%
Cc1cc(-c2nnco2)c(C)n1-c1ccc(F)cc1	0.3%	-8%	4%	9%	4%
Cc1ccc2oc(=O)c(-c3ccc(O)cc3)c(C)c2c1	3.1%	.	78%	-11%	5%
CC(=O)Nc1ccc(NC(=O)CN2CCN(c3cccc(C(F)(F)F)c3)CC2)cc1	0.6%	-2%	16%	-4%	-6%

Screening data deposited in PubChem BioAssay by Southern Research Specialized Biocontainment Screening Center.
